Screening results as filed in PubChem.
K1F lysis inhibition: inhibition of K1F phage lysis, E. coli UTI89, bacterial capsule biogenesis inhibitors, alamar blue (AID 488966); 340,000 compounds, 0.02% hits; inhibition, % at 100 µM; hits with a dose series show IC50 in µM; E. coli UTI89 K1F phage lysis, alamar blue, 2 h; higher % means a stronger effect;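 active means phage lysis inhibition, versus mean bacterial control, above a set limit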;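 further: capsule biogenesis inhibitors block K1F phage lysis so surviving cells raise fluorescence; higher fluorescence means more inhibition of phage lysis; actives were called in the ten point dose series up to 300 µM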
GPR55 antagonists: GPR55 antagonists blocking LPI-driven arrestin recruitment, primary screen, imaging, U2OS, beta-arrestin-GFP, LPI agonist (AID 2013); U2OS GPR55 beta-arrestin-GFP translocation imaging, LPI antagonism; higher % means a stronger effect; inhibition, % at 10 µM, or IC50 in µM where a hit was titrated; 290,000 compounds, 0.13% hits;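 active means spots per cell inhibited over 60%, with over 100 cells counted and total cytoplasm intensity under 500,000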;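 further: U2OS cells stably carrying GPR55 and arrestin-GFP stimulated by 5 µM LPI near EC80; imaged beta-arrestin-GFP aggregate spots per cell after agonist stimulation; plate controls were LPI-stimulated DMSO wells for no effect and DMSO wells without LPI for full effect; some results filed as inactive read as strong as hits; confirmed hits need IC50 under 10 µM and bright autofluorescent wells are also inconclusive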
Rac1 GTP hydrolysis: MgcRacGAP GTPase-activating activity inhibitors, confirmation, biochemical, ADP Hunter fluorescence. MgcRacGAP-stimulated Rac1 GTP hydrolysis, ADP Hunter fluorescence; higher % means a stronger effect; GST-tagged Rac1 F28L mutant substrate. inhibition, % at 30 µM; hits with a dose series show IC50 in µM. AID 624330. 340,000 compounds, 0.6% hits;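 active means first-screen hits whose inhibition reached a set limit at any dose in the follow-up dose series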;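 further: fluorescence reports GDP produced by GAP-driven GTP hydrolysis; strong numbers were not always called active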
NTR1 ag: NTR1-driven beta-arrestin-GFP spot formation – imaging, U2OS cells, high content, primary screen (AID 493036); activation, % at 20 µM; P30989; agonist mode; 330,000 compounds, 0.17% hits;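 active means activation at or above 40% of the spot to cytoplasm intensity ratio, with at least 20 cells analyzed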;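 further: 0% = DMSO without peptide and 100% = 100 nM NTR1 peptide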
Target sequence (P30989 whole entry, looked up): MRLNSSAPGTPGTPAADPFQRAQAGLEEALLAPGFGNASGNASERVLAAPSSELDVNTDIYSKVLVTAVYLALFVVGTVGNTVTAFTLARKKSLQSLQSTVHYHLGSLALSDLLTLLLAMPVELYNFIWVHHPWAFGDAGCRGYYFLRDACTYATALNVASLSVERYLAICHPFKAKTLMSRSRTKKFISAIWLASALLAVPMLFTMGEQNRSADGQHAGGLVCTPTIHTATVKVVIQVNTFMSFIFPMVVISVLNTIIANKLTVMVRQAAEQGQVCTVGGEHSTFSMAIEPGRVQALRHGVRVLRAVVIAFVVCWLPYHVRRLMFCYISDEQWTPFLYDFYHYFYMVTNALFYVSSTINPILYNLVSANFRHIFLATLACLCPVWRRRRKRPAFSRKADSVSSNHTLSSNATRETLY
KOR beta-arrestin-1: KOR agonists, beta-arrestin recruitment, primary screen, cell-based, luminescence, uHTS (AID 1777); activation, % at 10 µM, or EC50 in µM where a hit was titrated; 280,000 compounds, 0.02% hits; KOR beta-arrestin recruitment, luminescence; higher % means a stronger effect; in the data active means activation above about 50%, passing the limit was not always enough; further: a part of the inactive calls stands beside numbers as strong as those of hits
KOR beta-arrestin-2: kappa opioid receptor blockers – cell-based, luminescence, uHTS (AID 1778); 290,000 compounds, 0.091% hits; KOR beta-arrestin recruitment, luminescence, antagonist mode; higher % means a stronger effect; inhibition, % at 10 µM; hits with a dose series show IC50 in µM; in the data active means inhibition above about 50%; further: strong numbers were not always called active
GPR55 activation: selective activators of receptor GPR55 – imaging, U2OS cells, beta-arrestin-GFP redistribution, primary screen (AID 1961) | U2OS GPR55 beta-arrestin-GFP redistribution imaging; higher % means a stronger effect | one-dose activation, % at 10 µM; EC50 in µM for titrated hits | 290,000 compounds, 0.048% hits;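 active means activation above 40% with more than 50 cells counted in the well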;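 further: U2OS osteosarcoma cells stably expressing GPR55 and beta-arrestin-GFP; plate controls were DMSO negative control for no effect and LPI positive control for full effect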
GPR35 antagonists: inhibition of zaprinast-stimulated GPR35 beta-arrestin translocation – imaging, U2OS, beta-arrestin-GFP, zaprinast agonist, primary screen (AID 2058); inhibition, % at 10 µM; hits with a dose series show IC50 in µM; 290,000 compounds, 0.052% hits; U2OS GPR35 beta-arrestin-GFP translocation imaging, zaprinast antagonism; higher % means a stronger effect;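 active means inhibition of at least 50% with at least 30 cells and total cytoplasm GFP at most 10,000,000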
NOD1 NF-kB reporter: inhibition of NOD1-driven NF-kB reporter – cell-based, luminescence, uHTS, primary screen (AID 1578); NOD1-driven NF-kB luciferase reporter cells, luminescence; higher % means a stronger effect; inhibition, % at 4 µM, or EC50 in µM where a hit was titrated; 290,000 compounds, 1% hits; in the data active means inhibition mostly above about 36%, no sharp cut-off; inactive means mostly below about 34%;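 further: HEK-293T reporter cells stimulated with the NOD1 agonist gamma-tri-DAP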
NTR1 ag cell count 20 µM: recorded beside NTR1 ag, whose call it bears; cell count; measured here: cell count, cytotoxicity flag
* marks the source's active call; other numbers are inactive results; . = not tested or not shown; [ ] = dose if it differs, or a comment. This is a subset; count on the stated rates, not on these rows.

SMILES	K1F lysis inhibition	GPR55 antagonists	Rac1 GTP hydrolysis	NTR1 ag	NTR1 ag cell count 20 µM	KOR beta-arrestin-1	KOR beta-arrestin-2	GPR55 activation	GPR35 antagonists	NOD1 NF-kB reporter
O=C(O)C1CC(=O)N(CCOc2ccccc2)C1 (stereo not drawn)	0.4%	-4%	12%	-0.5	27	-4.3%	28%	-0.1%	5%	-18%
CCNc1nc(NCC)nc(N/N=C/c2ccc(N(C)C)cc2)n1	-0.1%	10%	23%	-0.7	70	-2.3%	28%	0.7%	-4%	-14%
Cc1cc(C)n2nc(C(=O)OCCOc3ccc(F)cc3)nc2n1	2.3%	-11%	-3%	-2.7	91	12%	-10%	-0.1%	-2%	-24%
CCOc1cc(CNC(C)(C)C)ccc1OCC(=O)Nc1cccc(C(F)(F)F)c1	0.1%	-3%	10%	1.4	49	-2.7%	-2%	0.2%	-14%	-55%
O=C(COC(=O)Cc1ccsc1)Nc1ccccc1	0.0%	0%	9%	0.6	71	-2.2%	-11%	0.0%	6%	-43%
CN(C)c1cc(N)c2ccccc2n1 (tested in a mixture with another compound)	0.3%	12%	15%	-1.3	65	0.1%	-4%	0.5%	2%	11%
C/C(CC(=O)Nc1ccc2c(c1)OCCO2)=N\NC(=O)COc1ccc(C)cc1	0.2%	-5%	7%	-0.3	44	-1.3%	8%	-0.1%	2%	-16%
COc1ccc(C2=NOC(CN3C(=O)c4ccccc4S3(=O)=O)C2)cc1 (stereo not drawn)	1.4%	6%	14%	0.6	35	3.9%	-43%	-0.2%	14%	-43%
CCOC(=O)NN1C(=O)c2ccccc2NC1c1ccc(OC)c(OC)c1 (stereo not drawn)	0.6%	5%	6%	-0.5	41	-5.4%	22%	-0.5%	-4%	-28%
Cc1c(NC(=O)c2ncn[nH]2)cccc1-c1nc2ccccc2s1	1.2%	-10%	4%	2.4	42	0.0%	13%	0.2%	5%	-23%
CC(=O)c1ccc(NC(=O)CSC(=S)N2CCCC2)cc1	-0.4%	5%	3%	-1.1	99	.	-17%[20 µM]	0.0%	10%	13%
COc1ccc2cc(C)c3nnc(SCC(=O)Nc4nc(-c5ccc(F)cc5)cs4)n3c2c1	5.2%	-5%	4%	3.9	53	6.7%	18%	<0.5µM*	-5%	-156%
Cc1ccc(N2C(=O)c3ccc(C(=O)N4CCN(c5cccc(C)c5C)CC4)cc3C2=O)cc1	0.2%	6%	-1%	4.1	84	-1.2%	-1%	-0.4%	-4%	-13%
COc1cc(OC)cc(N(C(=O)c2ccco2)C(C(=O)NC2CCCC2)c2ccc(N3CCOCC3)cc2)c1 (stereo not drawn)	-0.2%	-1%	3%	-0.6	48	-2.1%	-46%	-0.2%	9%	-22%
C=CCN1C(=O)CS/C1=C(\C#N)S(=O)(=O)c1ccc(C)cc1	0.4%	6%	-2%	0.9	64	0.4%	-6%	0.0%	-12%	-18%
O=C(NCc1ccccc1)c1cnc(Cl)c(Cl)c1	0.1%	2%	7%	-1.2	31	0.8%	21%	0.4%	-14%	-24%
COc1ccccc1-c1nnc2sc(-c3cc4ccccc4o3)nn12	4.4%	-14%	4%	3.8	84	-4.0%	-31%	0.1%	-6%	4%
CCCCN(CC)C(=O)Cn1cnc2sc(C)c(S(=O)(=O)N3CCC(C)CC3)c2c1=O	0.1%	10%	-4%	0.8	57	-2.6%	13%	0.6%	-8%	-13%
CCOc1ccc(CN2CCN(Cc3cccn3-c3ncccn3)CC2CCO)cc1 (stereo not drawn)	-0.3%	6%	7%	3.4	56	-0.7%	-24%	0.4%	-2%	-11%
CCOc1ccc(C(=O)Nc2nnc(SCC(=O)NCC3CCCO3)s2)cc1 (stereo not drawn)	1.6%[50 µM]	-8%	10%	-0.7	56	0.2%	5%	0.3%	-1%	22%
Cc1cccc(-c2nc(CN3CCCC(C(=O)NC4CCCCCC4)C3)c(C)o2)c1 (stereo not drawn)	0.1%	14%	6%	11	74	-8.4%	-8%	0.0%	-5%	26%
O=C(C1CCN(S(=O)(=O)c2cccc3nsnc23)CC1)N1CCc2ccccc21	0.4%	24%	1%	-5.8	73	-0.1%	5%	-0.2%	-10%	19%
Cc1nc(N2CCN(S(=O)(=O)c3ccc(Br)cc3)CC2)c2c(C)c(C)sc2n1	0.4%	18%	5%	11	59	.	-36%[20 µM]	-0.1%	0%	4%
Cc1noc(/C=C/N(C)C)c1S(=O)(=O)N1CCCC(C(=O)NCCC2=CCCCC2)C1 (stereo not drawn)	1.6%	2%	-1%	0.8	88	-6.0%	2%[20 µM]	0.7%	-11%	-18%
CN(C)CCCN(CCCNC(=O)/C=N/O)Cc1ccccc1	3.9%	-1%	6%	1.0	52	5.7%	18%	-0.5%	-6%	-35%

Additional structures.
SMILES	K1F lysis inhibition	GPR55 antagonists	Rac1 GTP hydrolysis	NTR1 ag	NTR1 ag cell count 20 µM	KOR beta-arrestin-1	KOR beta-arrestin-2	GPR55 activation	GPR35 antagonists	NOD1 NF-kB reporter
COc1ccc(C(=O)NC2(C(F)(F)F)NC(=O)N(CCCc3ccccc3)C2=O)cc1OC (stereo not drawn)	-0.8%[50 µM]	-7%	12%	1.5	72	6.5%	-41%	0.1%	-18%	-28%
CCOC(=O)c1cnc(Nc2nc3ccccc3o2)nc1CSC(=S)N1CCCCC1	0.6%	15%	3%	0.9	41	-1.9%	1%	-0.1%	-7%	-17%
Cc1ccc(S(=O)(=O)NN2C(=O)c3ccccc3NC2c2ccccc2O)cc1 (stereo not drawn)	.	8%	.	-0.3	38	-3.0%	10%	-0.2%	9%	-6%
COc1cccc(N2CCN(CC(=O)Nc3ccc(SC(F)F)cc3)CC2)c1	2.4%	-7%	2%	-0.6	63	-2.4%	-23%	0.6%	-5%	-18%
CC(=O)c1cnc(N(C)C)s1	-0.9%	-6%	3%	-1.4	77	3.2%	2%	-0.1%	-11%	-19%
CCNC(=O)/C(=C\c1ccc2c(c1)OCO2)NC(=O)c1ccc(Br)cc1	8.9%	2%	5%	0.6	61	1.3%	-18%	-0.1%	7%	-3%
CCCn1c(N2CCN(C(=O)Nc3ccc(Cl)cc3)CC2)nc2ccccc21	0.5%	2%	12%	2.3	41	-2.2%	6%	-0.1%	-7%	-29%
N#C/C(=N\Nc1cccc(Cl)c1)C(=O)c1ccccc1	0.1%	-15%	3%	4.9	70	0.3%	-46%	-0.2%	-2%	60%
COc1ccc(N2C(=O)C(Cl)=C(NCc3ccccc3)C2=O)cc1	0.5%	-7%	11%	-0.1	63	-2.0%	17%	0.3%	-12%	14%
CC(C)n1cc(C(=O)N2CCCC(N3CCN(c4cccc(Cl)c4)CC3)C2)cn1 (stereo not drawn)	-0.2%	3%	9%	-0.6	69	4.0%	-5%	0.3%	14%	-14%
COC(=O)CCCC1=CC2=CC(=O)C(C)(OC(=O)c3cccs3)C(=O)C2=CN1CCc1ccccn1 (stereo not drawn)	0.9%	0%	6%	5.1	91	8.0%	16%	-0.1%	7%	-6%
C=C(C)CN1C(=O)c2ccccc2C1=O	0.5%[50 µM]	1%	0%	0.4	30	-6.8%	-14%	0.1%	-4%	6%
Cc1cccc(C)c1NC(=S)N(CCc1ccncc1)C(C)C	0.4%	13%	6%	-1.1	52	2.6%	5%	-0.4%	0%	-11%
O=C(N/N=C/c1ccco1)c1cc(-c2ccc(Br)s2)[nH]n1	2.0%	5%	6%	-0.5	63	5.8%	6%	-0.3%	6%	-14%
CCOc1ccc2nc(NC(NC(C)=O)(C(=O)OC)C(F)(F)F)sc2c1 (stereo not drawn)	1.5%	7%	5%	0.7	64	5.9%	4%	0.3%	0%	-8%
Cc1cc(NC(=S)N(CCCN2CCOCC2)Cc2ccco2)ccc1Cl	0.3%	-12%	4%	0.5	48	0.6%	-42%	0.2%	-1%	16%
COc1ccc(/C=N\NC(=O)c2cccc([N+](=O)[O-])c2)cc1Cn1cc([N+](=O)[O-])cn1	.	2%	.	0.8	70	2.7%	-16%	0.1%	23%	-35%
Cc1nn(-c2ccccc2)c2c1C(c1ccc(Cl)cc1)N(c1ccccc1)C(=O)N2 (stereo not drawn)	0.5%	77%	11%	-0.1	64	0.9%	0%	-0.2%	14%	-30%
O=C(CCC1CCCCC1)Nc1nccs1	0.3%	-5%	3%	-0.2	85	-5.9%	7%[20 µM]	-0.1%	-8%	-20%
COc1cc(C=C(c2nc3ccccc3s2)c2nc3ccccc3s2)ccc1O	1.4%	10%	13%	3.4	93	4.6%	4%	0.6%	-1%	7%
Cc1ccc(NC(=S)N(Cc2cccc(Br)c2)CC2CCC(C(=O)O)CC2)cc1Cl (stereo not drawn)	-0.3%	4%	4%	-1.5	48	3.7%	-17%	-0.3%	-3%	-20%
CCOC(=O)C1C(C(=O)NN)C1C(=O)Nc1ccccc1 (stereo not drawn)	0.0%	-3%	2%	1.1	40	6.2%	-33%	-0.3%	-13%	-5%
COc1ccc(-c2nnc(SCC(=O)O)n2Cc2ccccc2)cc1	0.1%	-2%	7%	0.5	57	1.0%	-50%[20 µM]	0.1%	-5%	-34%
CCCNC(=O)CCCCn1c(=S)[nH]c2c([nH]c3ccc(OC)cc32)c1=O	0.2%	-4%	9%	-0.2	42	-1.0%	-55%	0.5%	6%	-35%
